Bioassay records deposited in PubChem by several laboratories.
HSF1 inhib: HSF1 inhibition | NIH3T3-HGL HSE-luciferase, MG132-induced, luminescence 8 h; hits give low values | activity change, negative = inhibition, % at 7.5 µM (by protocol) | 300,000 compounds, 0.77% hits | AID 2098;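 active = more than half of replicate wells show activity change below -50%, luminescence cut by over half; inconclusive = some wells, but at most half, below -50%; inactive = no replicate well below -50%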;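 note: luciferase reports HSF-1 transcriptional activity via heat shock element; 0% = median of DMSO wells and -100% = zero luminescence signal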
GSK3B inh: blocks human GSK3beta kinase activity; GST-GSK3beta kinase, ADP-Glo luminescence, 60 min; hits give low values; activity score (negative = inhibition), % at 10 µM; 300,000 compounds, 0.038% hits; AID 2097;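 active = more than half of replicate wells score below -50%, meaning over 50% inhibition versus plate controls; inconclusive = some replicates but at most half score below -50%; inactive = no replicate scores below -50%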;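 note: 0% = median DMSO wells and -100% = median GW8510 positive control wells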
Target sequence (P49841 whole entry, looked up): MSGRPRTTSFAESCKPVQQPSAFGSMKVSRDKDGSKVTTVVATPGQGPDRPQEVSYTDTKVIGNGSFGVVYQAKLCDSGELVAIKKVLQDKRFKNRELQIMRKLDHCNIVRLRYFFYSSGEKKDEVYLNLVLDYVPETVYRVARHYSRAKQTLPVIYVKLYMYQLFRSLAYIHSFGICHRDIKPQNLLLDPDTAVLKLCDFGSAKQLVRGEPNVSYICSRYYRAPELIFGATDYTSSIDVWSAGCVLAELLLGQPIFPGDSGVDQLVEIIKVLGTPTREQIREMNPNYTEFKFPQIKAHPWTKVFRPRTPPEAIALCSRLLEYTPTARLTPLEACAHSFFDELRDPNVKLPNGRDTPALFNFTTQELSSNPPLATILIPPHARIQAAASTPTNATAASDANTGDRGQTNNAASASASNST
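Test system: GST-tagged human GSK3beta kinase, cell-free; evaluation: activity score scaled between in-plate DMSO and GW8510 controls; measured by: ADP-Glo luminescence; incubation: 60 min reaction, RT; benchmarks: DMSO and 20 µM GW8510; reagent: peptide substrate plus 25 µM ATP (final); medium: Tris/MgCl2 kinase buffer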
HSP90 refold inh: blocks HSP90-mediated luciferase refolding in reticulocyte lysate; 290,000 compounds, 0.91% hits; inhibition, % at 5.6 µM; Rabbit reticulocyte lysate, luciferase refolding luminescence, 3 h; AID 1789;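 active = inhibition above the screen-wide mean plus 3 SD, computed separately per campaign, cut at about 16% in these data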;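 note: 0% = DMSO wells and 100% = 60 µM geldanamycin wells; inhibitors lower the luminescence because luciferase stays unfolded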
KLF5 inh: inhibitors of KLF5 expression; DLD-1 KLF5 promoter-luciferase reporter, luminescence; inhibition, % at 5 µM; AID 1700; 290,000 compounds, 0.23% hits;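 active = inhibition above a per-plate limit of that plate's mean compound inhibition plus 3 SD, cut at about 60% in these data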;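 note: 0% = DMSO wells and 100% = LY294002 at 200 µM; higher means less KLF5 promoter-driven luciferase light; inactives centre near -14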
HIF act: HIF pathway transcriptional activation | U2OS HRE-luciferase reporter, luminescence; normalized: DMSO 0%, desferrioxamine 100% | activation, % at 7.5 µM (by protocol) | 300,000 compounds, 0.32% hits | AID 1910;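 active = mean activation of at least 10% of the iron chelator positive control signal, with at least half of replicates also reaching 10%; inconclusive = mean and replicate majority disagree about reaching 10%; inactive = mean and most replicates under 10%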
GSK3A inh: human GSK-3 alpha kinase inhibition; inhibition, % at 10 µM; P49840; ADP-Glo luminescence, 60 min; 320,000 compounds, 0.1% hits; AID 2650;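 in the data active = inhibition above about 50%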;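 note: GST-tagged GSK-3 alpha with peptide substrate and 25 µM ATP; 0% = DMSO neutral wells and 100% = GW8510 positive control wells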
Target sequence (P49840 whole entry, looked up): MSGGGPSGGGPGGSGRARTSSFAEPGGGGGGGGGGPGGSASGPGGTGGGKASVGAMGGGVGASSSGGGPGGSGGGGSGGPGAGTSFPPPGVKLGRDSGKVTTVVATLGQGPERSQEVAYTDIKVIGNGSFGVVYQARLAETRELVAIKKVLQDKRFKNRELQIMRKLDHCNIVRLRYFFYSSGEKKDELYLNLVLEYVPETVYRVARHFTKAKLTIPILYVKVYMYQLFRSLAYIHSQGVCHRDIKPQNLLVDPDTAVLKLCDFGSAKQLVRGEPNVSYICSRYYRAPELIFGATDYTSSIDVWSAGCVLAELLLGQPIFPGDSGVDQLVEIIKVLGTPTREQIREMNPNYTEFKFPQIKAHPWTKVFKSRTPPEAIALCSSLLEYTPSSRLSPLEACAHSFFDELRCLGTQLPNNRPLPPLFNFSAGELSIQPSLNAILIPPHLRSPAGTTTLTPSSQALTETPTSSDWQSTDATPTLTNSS
AI-2 QS mod: modulators of Vibrio harveyi AI-2 quorum sensing system. 300,000 compounds, 0.4% hits. Vibrio harveyi JMH597 AI-2 luminescence/OD600 ratio, 9 h; hits give low values; strain lacks LuxN and CqsS sensors; 0 = neutral-control median. activity change, % at 7.5 µM; in the data active = activity change below about -75%, passing the limit was not always enough; inconclusive = no clear call, values can overlap the other calls;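 note: luminescence divided by OD600 gain over 9 h not by final OD600 alone; inactives centre near 13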
IEC-6 tox: IEC-6 cytotoxicity, counter-screen for KLF5 inhibitors; luminescence viability; inhibition, % at 5 µM; 290,000 compounds, 0.78% hits; in the data active = inhibition above about 22%;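 note: 0% = plate median of test compound wells and 100% = cytotoxic reference compound wells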
aSyn UTR inh: MLPCN primary screen, SNCA 5' untranslated region | AID 1813 | 300,000 compounds, 0.82% hits | inhibition, % (tested at 7.5 µM) | alpha-synuclein 5'UTR reporter, inhibitor activity; in the data active = inhibition above about 60%; inconclusive = no clear call, values can overlap the other calls;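 note: H4 neuroglioblastoma cells stably carrying SNCA 5'UTR luciferase fusion; 0% = DMSO wells and 100% = positive control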
HSF-1 act: increases HSF-1 driven luciferase reporter signal; NIH3T3-HGL HSF-1 luciferase reporter, MG132, 8 h; 100% = twice DMSO control signal; activation, % at 9 µM; 300,000 compounds, 1.7% hits; AID 504408;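 active = mean replicate activation of at least 50% with a set share of replicates each reaching 50%; inconclusive = only one of those two conditions met; inactive = mean below 50% and too few replicates reaching it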;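 note: 0% = median of the neutral control wells and 100% = twice that signal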
Active calls of the source: *; ? = inconclusive; nt = not tested or not shown.

SMILES | HSF1 inhib | GSK3B inh | HSP90 refold inh | KLF5 inh | HIF act | GSK3A inh | AI-2 QS mod | IEC-6 tox | aSyn UTR inh | HSF-1 act
Cc1nc2c(C(=O)N3CCC4(CC3)OCCO4)cnn2c(C)c1Cc1cccc(Cl)c1 | 8 | 1 | -1 | -9 | -0.1 | 0 | 21 | 2 | -13 | 33
O=C(c1ccc(-c2ccccc2)c(F)c1)C1CCCN(CCO)C1 (stereo not given) | -3 | 0 | 0 | -22 | 0.8 | 4 | 19 | 9 | -43 | 12
CC(C)OC1CCCC(O)C1CC(=O)O (stereo not given) | -12 | 1 | -1 | -31 | 0.0 | -4 | 20 | 0 | -3 | 0
CCN(CC)c1ccc([N+](=O)[O-])c2cccnc12 | -14 | 3 | 2 | -21 | -0.3 | 0 | -5 | 4 | 19 | -9
Oc1cc2c(cc1CN1CCN(c3ccc(F)cc3)CC1)OCO2 | 6 | 0 | 0 | 18 | 0.2 | 1 | 37 | -7 | 3 | 3
ClC1=CCC2CN(CCN3CCCCC3)CC2C1 (stereo not given) | -9 | 2 | nt | nt | -0.8 | 0 | 0 | nt | -7 | 1
CCCNC(=O)N1[C@H]2CC[C@@H]1C(C(=O)OC)=C(c1ccccc1)C2 | 0 | 0 | nt | nt | -0.1 | -2 | 5 | nt | 14 | 0
Nc1ccc(S(=O)(=O)N2CCCCC2c2cccnc2)cc1 (stereo not given) | 9 | -2 | 1 | -28 | nt | -2 | 14 | 3 | 7 | -3
CCOc1ccc(-n2c(O)c(C=NCCCn3ccnc3)c(=O)[nH]c2=O)cc1 | -9 | 3 | -1 | 0 | 0.5 | nt | 22 | -6 | 8 | 4
Cc1c(Cl)cccc1N1C(=O)NC(=O)/C(=C\c2cc(C)n(-c3cccc(C(=O)O)c3C)c2C)C1=O | -6 | 8 | 2 | -32 | -1.5 | -1 | 30 | -11 | -3 | 6
COc1ccccc1CCNC(=O)CCC(=O)N1CC2C[C@@H](C1)Cn1c2cccc1=O | 3 | 3 | -6 | -22 | 0.1 | -2 | 13 | -2 | 14 | -5
C(=N\NC1=NCCCCC1)/c1c[nH]c2ccccc12 | -3 | 0 | 2 | 5 | 0.0 | 6 | 0 | 11 | -27 | -10
COc1ccc(C(CN(C)C)C2(O)CCCCC2)cc1 (stereo not given) | 1 | 0 | nt | nt | -0.3 | -4 | 16 | nt | -7 | -9
COC(=O)C1=C(c2ccc(S(C)(=O)=O)cc2)C[C@@H]2CC[C@H]1N2C(=O)NCCNC(C)=O | -7 | 2 | nt | nt | -1.1 | -2 | 5 | nt | 7 | -19
O=c1[nH]c(=S)[nH]c(O)c1N=Nc1ccc(SC(F)F)cc1 | 31 | -4 | 1 | -61 | 1.1 | 0 | 18 | 6 | -72 | ?
CCc1ccc(CNCCc2ccc(F)cc2)cc1 | 4 | -3 | 2 | -11 | 0.7 | -2 | 7 | 5 | -1 | 1
C=CCn1c(O)c(C(CC)=Nc2ccc(C(=O)O)cc2)c(=O)[nH]c1=O | -3 | 0 | -2 | 21 | 0.1 | -1 | 18 | 2 | 8 | -19
O=C(NC(=S)N1C[C@H]2C[C@H](C1)c1cccc(=O)n1C2)c1ccc(F)cc1 | -1 | -2 | -1 | -4 | 0.3 | -2 | 11 | -2 | -7 | 0
O=C(COC(=O)c1ccc(O)cc1)Nc1ccc(Cl)cc1C(=O)c1ccccc1 | 15 | 1 | 2 | -17 | -0.1 | nt | 47 | 0 | 22 | 23
CCOc1ccc(-n2c(O)c(C=NCCN3CCNCC3)c(=O)[nH]c2=O)cc1 | -3 | -3 | -1 | -25 | -1.0 | 10 | 0 | -5 | 13 | -5
O=C1NC(=O)C(=Cc2ccc(OCCOc3ccc([N+](=O)[O-])cc3)cc2)C(=O)N1 | -3 | 1 | 0 | -22 | 0.4 | 0 | 28 | -6 | 22 | 7
Cc1ccc(N2C(=O)NC(=O)/C(=C\C=C\c3ccco3)C2=O)cc1C | 90 | 3 | 4 | 3 | -0.1 | -2 | 11 | 4 | -47 | 146*
O=C(CCN1CCCCC1)Nc1ccc(Br)cc1C(=O)c1ccccc1 | -2 | 1 | 2 | -48 | 2.5 | 4 | 11 | 3 | 12 | 9
Oc1c(Br)cc(Br)cc1CN1CCN(Cc2ccccc2)CC1 | 3 | -5 | -5 | 7 | -0.2 | -2 | 8 | 1 | 22 | 23
C(#CCN1CCOCC1)COCc1ccccc1 | -8 | 1 | 0 | 2 | 0.7 | 0 | 37 | 0 | -14 | 10
O=c1cccc2n1C[C@@H]1C[C@@H]2CN(CC(O)c2ccc([N+](=O)[O-])cc2)C1 (stereo not given in full) | -2 | 1 | -2 | -14 | -0.5 | -5 | 24 | -11 | -18 | -9
CCOC(=O)C1CCN(Cc2ccc(Cl)nc2)CC1 | -1 | 3 | -2 | -56 | -2.8 | -1 | 1 | -9 | 1 | 7
COc1ccc(C)cc1NC(=O)N1CCC2(CC1)OCCO2 | -4 | -2 | 1 | -12 | -0.4 | -2 | 1 | 5 | 10 | -2
CNC(=S)N1CC2CC(C1)c1cccc(=O)n1C2 (stereo not given) | 10 | -2 | 0 | -31 | -0.3 | -4 | 18 | 2 | 30 | 30
CN(C)c1ccc(C=C(C#N)C#N)cc1 | -5 | -3 | -4 | -19 | 0.1 | 0 | -6 | -2 | -1 | -5
CCCCN=C[C@]12CCC(O)CC1(O)CCC1[C@@H]2CC[C@]2(C)[C@H](C3C=CC(=O)O3)CCC12O (stereo not given in full) | -11 | 1 | 1 | 106* | -2.9 | -1 | 13 | -3 | 96* | -30
CC(=O)Nc1ccccc1C(=O)OCC(=O)c1ccccc1Cl | 23 | -3 | -3 | -51 | -1.2 | -1 | 8 | 14 | -36 | 33
Clc1ccc(N2CC2c2ccncc2)cc1 (stereo not given) | -5 | 1 | -6 | -47 | -1.0 | -1 | 0 | -7 | 7 | -3
COC(=O)[C@]12OC[C@]34C([C@@H](O)[C@@H]1O)[C@]1(C)CC(=O)C(O)=C(C)[C@@H]1C[C@H]3OC(=O)[C@H](O)[C@@H]24 (stereo not given in full) | -69* | 3 | nt | nt | 21* | -3 | 14 | nt | 16 | -74
CCN1C(=O)NC(=O)/C(=C/c2cc(C)n(-c3sc(C)c(C)c3C#N)c2C)C1=O | -56* | -1 | 0 | 15 | -6.0 | 3 | 21 | 6 | -8 | -68
CCOC(=O)c1c(C)c(P(=S)(N2CCOCC2)N2CCOCC2)n(C)c1C | 1 | 2 | 0 | -18 | -0.2 | 1 | 6 | -2 | 20 | -1
O=C(CN1CCOCC1)NCC(=O)Nc1ccc(Br)cc1C(=O)c1ccccc1 | 3 | 3 | 4 | -15 | -1.1 | -1 | 24 | 4 | 25 | -2
O=c1cccc2n1C[C@H]1C[C@@H]2CN2CCCC[C@@H]12 | nt | 2 | 5 | -10 | nt | -1 | 5 | -5 | 18 | nt
COc1ccccc1N1CCN(Cc2cccc(Br)c2)CC1 | -2 | 4 | 1 | -5 | 0.0 | 0 | 16 | 8 | 16 | 7
Cn1cccc1CNCCc1ccccc1 | -10 | 1 | -1 | -26 | -2.9 | -2 | 7 | -3 | 22 | -1
CCn1c(O)c(/C=N/NC(=O)c2ccncc2)c(=O)[nH]c1=S | 3 | 2 | -3 | 3 | -0.2 | 4 | 29 | -2 | -9 | -6
Cn1c(=O)c2nncnc2n(C)c1=O | 2 | 2 | -1 | 11 | -1.9 | -6 | 9 | -3 | -5 | -16
COc1ccc(-c2nc(CSCC(=O)N3CCC4(CC3)OCCO4)c(C)o2)cc1OC | -1 | 2 | 1 | -13 | -0.1 | -1 | 16 | 3 | -10 | 5
CCN(CC)C(=O)COc1cc(C)cc2oc(=O)c3c(c12)CCCC3 | 10 | 3 | -1 | -28 | 0.1 | 19 | 9 | -3 | -8 | 14
CC12CC[C@H]3[C@@H](CCC4(O)C[C@H](O)CCC34/C=N/NC(=O)c3ccccc3F)C1(O)CCC2C1=CC(=O)OC1 (stereo not given in full) | -4 | 2 | 0 | 1 | -0.6 | -1 | 25 | -1 | 64* | -1
CC1=CC(=C2C(=O)NC(=O)NC2=O)C=C(C(F)(F)F)N1Cc1ccccc1 | -11 | 0 | 5 | 3 | -0.5 | 8 | 18 | 2 | 20 | -4
COC(=O)C1=COC(C)C2CN3CCC4(C(=O)Nc5ccccc54)C3CC12 (stereo not given) | 7 | -3 | nt | nt | -0.1 | -2 | 1 | nt | 2 | 0
O=[N+]([O-])c1ccc(N2CCCC2)cc1N/N=C1\CN2CCC1CC2 | -2 | -3 | 5 | -25 | -0.1 | -3 | 11 | 3 | 12 | 20
O=C(COc1ccc2c3c(c(=O)oc2c1)CCC3)N1C[C@H]2C[C@@H](C1)c1cccc(=O)n1C2 | 3 | 3 | -10 | -36 | -0.1 | 0 | 12 | 2 | 2 | 16
Cc1c(C(c2ccc(F)cc2)c2c(O)c3ccccc3oc2=O)c(=O)n(-c2ccccc2)n1C (stereo not given) | -4 | -2 | 0 | -25 | 0.4 | -3 | 28 | -4 | 5 | -12

Further structures follow.
SMILES | HSF1 inhib | GSK3B inh | HSP90 refold inh | KLF5 inh | HIF act | GSK3A inh | AI-2 QS mod | IEC-6 tox | aSyn UTR inh | HSF-1 act
CCOc1cc2c(cc1OCC)-n1cccc1C(c1ccc(OC)c(OC)c1)NC2 (stereo not given) | 4 | -4 | -2 | -34 | 0.0 | 4 | 7 | 7 | -12 | 12
COc1cc(C(c2c(C)[nH]n(-c3ccccc3)c2=O)c2c(C)[nH]n(-c3ccccc3)c2=O)cc(OC)c1OC | 33 | 1 | 56* | 14 | 0.0 | 6 | 11 | 5 | -9 | 55*
O=C(Cn1cnc2ccccc2c1=O)NCC(=O)N1CCC2(CC1)OCCO2 | -5 | 2 | 0 | -19 | 0.3 | -3 | 33 | 0 | -6 | 7
Cn1cccc1/C=C1/C(=O)NC(=S)N(Cc2ccc(F)cc2)C1=O | 4 | -2 | 2 | -21 | -0.6 | -2 | 29 | 1 | -8 | -4
Cn1cccc1/C=C1/C(=O)NC(=O)N(Cc2ccc(F)cc2)C1=O | 1 | -4 | 4 | 11 | 0.1 | 1 | 0 | -2 | -33 | 12
Cc1ccc(-n2c(O)c(C=N)c(=O)n(-c3ccc(C)cc3)c2=O)cc1 | 3 | -5 | 2 | -12 | 0.7 | -2 | 25 | 3 | 11 | -10
COc1ccccc1C1=NCc2nnc(CSC)n2-c2ccc(Cl)cc21 | -2 | 1 | nt | nt | 0.2 | -8 | 25 | nt | -18 | 10
CC(=O)c1c(O)n(C)c(=S)n(-c2ccccc2)c1=O | -5 | 1 | -3 | -14 | -0.2 | 2 | 36 | -5 | 0 | 8

Some of the compounds tested; rates above refer to the full screens.
